Screening results: PubChem, National Center for Advancing Translational Sciences (NCATS)
Giardia FBPA inh: Giardia lamblia aldolase inhibition. purified Giardia FBPA. Potency, µM (doses to about 59.6 µM), inactives show at the top dose activity, negative = inhibition, actives largely listed as inhibitors. hit rate 0.71% among 290,000. AID 2451. A8B2U2; note: potency is the fitted concentration of half-maximal effect; nearly all actives have a fitted effect of over 55% in size
Target sequence (A8B2U2 whole entry, looked up): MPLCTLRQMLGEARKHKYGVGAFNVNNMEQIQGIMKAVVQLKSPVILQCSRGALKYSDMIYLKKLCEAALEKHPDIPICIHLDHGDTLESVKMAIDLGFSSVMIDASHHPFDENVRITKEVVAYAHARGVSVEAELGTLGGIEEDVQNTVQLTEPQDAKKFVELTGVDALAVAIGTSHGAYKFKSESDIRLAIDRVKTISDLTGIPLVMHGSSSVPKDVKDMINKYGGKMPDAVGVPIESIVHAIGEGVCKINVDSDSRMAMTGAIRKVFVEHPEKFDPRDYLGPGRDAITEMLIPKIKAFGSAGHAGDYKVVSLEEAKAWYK
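40 nM FBPA preincubated 10 min at RT with compound (up to 57.5 uM final), then substrate plus GAPDH/TPI/NAD/arsenate coupling and diaphorase/resazurin added. Fluorescence read after 20 min at RT, 525/598 nm.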
Sm TGR block: S. mansoni TGR enzyme inhibition; hit rate 3% among 360,000; purified TGR, DTNB reduction, TNB absorbance 405 nm; Q962Y6; AID 485364; Potency, µM (titrated, usually from 114 µM), without a hit: at the top dose activity change, negative = inhibition, most hits filed as inhibitors; note: potency is the fitted concentration of half-maximal effect; nearly all actives have a fitted effect of over 60% in size
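TGR 20 nM + NADPH 100 uM (dispensed conc.), cpd preinc 15 min RT; start with NADPH (500 uM addition) then DTNB (15 mM addition). Kinetic TNB absorbance, 405 nm filter. Four-parameter Hill fit across titration.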
AMA1-RON2 inh: disrupts binding of P. falciparum AMA1 to RON2. AlphaScreen AMA1-biotinylated RON2 peptide binding. Potency, µM (top dose mostly 58.2 µM), inactives show at the highest dose activity change, negative = inhibition, usual class: inhibitors. hit rate 0.2% among 360,000;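 note: potency is the fitted concentration of half-maximal effect; 0% = vehicle wells and -100% = peptide control; nearly all actives have a fitted effect of over 45% in size; some results filed as inactive show a strong effect at the top dose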
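AMA1 (3D7) with his tag at 25 nM final met compounds first, then biotinylated RON2 peptide at 25 nM; detection used donor plus acceptor beads, 10 µg/mL apiece, read by AlphaScreen after 30 min at room temperature.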
HCMV inh: human cytomegalovirus inhibition; HFF cells, HCMV-luciferase reporter, 72 h; hits give low values; activity change, negative = inhibition, % at 57.5 µM; hit rate 4.5% among 410,000; AID 1259415; in the data active = activity change below about -60%; inconclusive = no clear call, values can overlap the other calls; inactive = above about -39%
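Inhibition of viral replication was scored as loss of reporter luminescence in HFFs infected with HCMV-luciferase (MOI 1 PFU/cell) for 72 h; compounds tested at 2 doses, normalized to buffer and Salinomycin controls.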
AmpC detergent: inhibitors of E. coli AmpC beta-lactamase with detergent. AmpC hydrolysis of nitrocefin, absorbance 480 nm, 0.01% Triton. Potency, µM (top dose mostly 114 µM), for the others: at the highest dose activity change, negative = inhibition, hits mostly inhibitors. hit rate 0.041% among 370,000;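 note: potency is the fitted concentration of half-maximal effect; 0% = no-compound wells and -100% = no-enzyme wells; nearly all actives have a fitted effect of over 25% in size; some results filed as inactive show a strong effect at the top dose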
Target sequence (P00811 whole entry, looked up): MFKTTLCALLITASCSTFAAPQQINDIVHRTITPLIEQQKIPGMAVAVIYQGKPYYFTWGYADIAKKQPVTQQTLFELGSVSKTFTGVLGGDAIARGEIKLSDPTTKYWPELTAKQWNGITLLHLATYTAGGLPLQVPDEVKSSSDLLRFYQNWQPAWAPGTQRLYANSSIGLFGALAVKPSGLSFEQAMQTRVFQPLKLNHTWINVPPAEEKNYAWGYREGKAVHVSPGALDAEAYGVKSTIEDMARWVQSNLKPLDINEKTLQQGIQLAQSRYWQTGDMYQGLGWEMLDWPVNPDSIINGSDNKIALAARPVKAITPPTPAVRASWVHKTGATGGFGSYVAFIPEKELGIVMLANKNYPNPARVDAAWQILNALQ
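AmpC (5.3 nM in the dispensed reagent) in 20 mM phosphate pH 7.0 with 0.01% (detergent screen) or 0.0001% Triton X-100 was preincubated with compounds for 15 min at room temperature. Nitrocefin was then added from an 800 uM solution, and hydrolysis was followed at 480 nm.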
HCV inhibitor: HCV inhibition. Huh7.5.1 HCVcc-Cre infection, luciferase reporter, 44 h. Potency, µM (top dose mostly 41.8 µM), for inactives: at the top dose activity change, negative = inhibition, usual class: inhibitors. hit rate 3.4% among 340,000. AID 651820; note: potency is the fitted concentration of half-maximal effect
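Cells seeded at 1,000/well and cultured 4 h, then compounds added followed by HCVcc-Cre virus (~0.5 moi). After 44 h further culture, luciferase substrate was added, plates held 15 min at room temperature, and luminescence read for 15 sec.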
Starred values were filed as active, the others as inactive; ? = inconclusive; · = no result given; [ ] = remark or other dose. Unless noted, calls come from the whole dose curve; as a rule, active = well fitted curve in the direction sought with a large enough effect; inconclusive = small, poorly fitted or top-dose-only effect, or another doubt; inactive = no such curve, though single readings can be large; an effect the other way counts as inactive or inconclusive. Unless noted, % is set by controls: 0 for no effect and ±100 for the full control effect.

SMILES	Giardia FBPA inh	Sm TGR block	AMA1-RON2 inh	HCMV inh	AmpC detergent	HCV inhibitor
Cc1cccc(NC(=O)Cn2c(=O)n(Cc3ccc4c(c3)OCO4)c(=O)c3ccccc32)c1	·	9.6%	·	-15.4	23.2%	·
CN1C(=O)CSC1=S	-12.1%	-27.5%	23.3%	2.5	-8.0%	11.0%
Cc1ccc(-c2cc3nc(-c4ccccc4)cc(C(F)(F)F)n3n2)cc1	·	-15.6%	·	-4.9	-3.7%	·
CC1CCCC(NC(=O)COC(=O)c2cn(C)c3ccccc23)C1C (configuration not stated)	·	-11.5%	8.3%	8.4	4.3%	17.8%
O=[N+]([O-])c1cc(C(F)(F)F)ccc1SCC(O)CO (configuration not stated)	-0.4%	14.2%	-20.4%	3.3	?	-1.6%
CCOC(=O)c1cc(-c2ccc(C)cc2)n(CCC(=O)Nc2ccc(C(C)C)cc2)c1C	·	7.9%	·	-26.7	5.3%	·
CCC(=O)NC(=S)Nc1ccc(S(=O)(=O)NC2CCCCC2)cc1	·	?	-2.6%	-10.8	9.7%	16.5%
Cc1ccccc1NCc1nc2ccccc2n1CCOc1ccccc1	·	-0.8%	·	61.6	9.1%	·
CCOc1ccc(N2C(=O)N(Cc3ccc(C)cc3C)c3ccccc3S2(=O)=O)cc1	·	5.4%	·	-9.4	13.0%	·
Cc1cccc(/C=N/n2c(-c3ccccc3)n[nH]c2=S)c1O	-2.5%	19.9%	96.1%[activator]	55.7	-10.6%	25.7%
CC(C)c1ccc(NC(=O)C[n+]2ccn(C3=C([O-])c4ccccc4C3=O)c2)cc1	-12.9%	2.7%	-6.0%	-12.6	0.5%	19.6%
CCOC(=O)c1cccnc1SCC(=O)Nc1ccc(C)cc1C	·	9.3%	·	42.9	-1.5%	·
COC(=O)c1ccc(N2C(=O)c3ccc(OC)c(OC)c3C2=O)cc1	-2.8%	5.3%	9.0%	-21.3	-9.1%	2.3%
CN(C)S(=O)(=O)c1ccc(NC(=O)c2ccc([N+](=O)[O-])cc2)cc1	-3.5%	19.4%	-2.2%	-12.7	-13.5%	-17.0%
CC(C)C(NC(=O)CN1C(=O)c2ccccc2C1=O)c1ccccc1 (configuration not stated)	2.1%	-21.3%	-5.8%	6.6	?	0.0%
Cc1ccc(N2CC(C(=O)NCCC(C)C)CC2=O)cc1 (configuration not stated)	2.2%	-5.2%	-2.9%	-4.5	-1.1%	-1.3%
COc1c(C(=O)NC(=S)Nc2nnn(C)n2)cc2ccccc2c1Br	?	-0.2%	36.7%[activator]	-23.5	-10.8%	33.9%[activator]
CCc1cccc(NC(=O)C2CC2c2ccccc2)c1 (configuration not stated)	0.1%	0.6%	16.5%	2.4	-10.1%	-18.2%
Cc1cc(C)nc(NC(=O)c2c(F)c(F)c(F)c(C(=O)Nc3cc(C)cc(C)n3)c2F)c1	·	·	0.6%	-15.3	·	-27.8%
C/C(=N\NC(=O)c1nc2ccccn2c1C)c1ccco1	-6.3%	-0.5%	1.2%	56.9	0.8%	-16.9%
CSc1cccc(NC(=O)CCCn2c(=O)c3cccn3c3cccnc32)c1	1.0%	-2.8%	-16.4%	23.5	-6.6%	?
O=C(Nc1ccc(N2CCOCC2)cc1)c1cnsn1	-21.3%	5.6%	-3.8%	-73.4*	-13.4%	8.7%
Nc1nc(SCc2cccc([N+](=O)[O-])c2)n[nH]1	-0.2%	18.8%	7.0%	17.1	1.4%	13.1%
O=C(c1ccc(OC2CCN(CCO)CC2)cc1)N1CCCC1	·	6.0%	-5.1%	·	-0.5%	21.8%
O=C(NCc1ccco1)/C(=C\c1ccccc1)NC(=O)c1ccccc1	2.5%	2.2%	-8.8%	-11.5	1.4%	-6.4%

Reprinted at random: 4 entries already listed, in no set order.
SMILES	Giardia FBPA inh	Sm TGR block	AMA1-RON2 inh	HCMV inh	AmpC detergent	HCV inhibitor
CN1C(=O)CSC1=S	-12.1%	-27.5%	23.3%	2.5	-8.0%	11.0%
Cc1ccc(-c2cc3nc(-c4ccccc4)cc(C(F)(F)F)n3n2)cc1	·	-15.6%	·	-4.9	-3.7%	·
CC(C)C(NC(=O)CN1C(=O)c2ccccc2C1=O)c1ccccc1 (configuration not stated)	2.1%	-21.3%	-5.8%	6.6	?	0.0%
O=[N+]([O-])c1cc(C(F)(F)F)ccc1SCC(O)CO (configuration not stated)	-0.4%	14.2%	-20.4%	3.3	?	-1.6%

More compounds follow.
SMILES	Giardia FBPA inh	Sm TGR block	AMA1-RON2 inh	HCMV inh	AmpC detergent	HCV inhibitor
O=C1CN(O)C=C2N=c3ccccc3=C2N1c1ccc([N+](=O)[O-])cc1	0.4%	47.5%[activator]	-3.0%	21.4	-0.7%	12.9%
O=C(NCCCn1ccnc1)/C(=C/c1cccs1)NC(=O)c1ccco1	5.3%	-5.8%	-3.6%	-26.9	-6.5%	-6.9%
CCN(CC)C(=O)C1=C(C)NC(=S)NC1c1ccc(C)s1 (configuration not stated)	-0.5%	1.0%	12.0%	39.0	-9.6%	7.4%
Cc1c(C(=O)NCc2ccccc2CN2CCCC2)oc2ccccc12	·	-12.1%	0.0%	36.8	-5.4%	?
OCc1cc(-c2ccc(Cl)c(Cl)c2)on1	4.7%	·	11.1%	-0.3	4.0%	-8.2%
O=C(OCC(=O)N1CCOCC1)c1ccccc1O	-8.7%	0.1%	-7.3%	-1.7	?	4.6%
CC(=O)N1N=C2c3ccccc3CCC2C1c1ccc(F)cc1 (configuration not stated)	6.4%	0.9%	-3.5%	119.4	?	-7.7%
CN1C(=CC=C2C=C(I)C(=O)C(I)=C2)C(C)(C)c2ccccc21	16.6%	-7.5%	-12.6%	-76.8*	-3.3%	-23.8%
COc1cccc(C2CC(c3ccc(Cl)cc3)n3nc(N)nc3N2)c1 (configuration not stated)	-5.5%	1.9%	-0.3%	-7.9	-2.6%	4.4%
Cc1nc(-c2ccc(S(=O)(=O)N3CCN(c4cccc(C)c4C)CC3)cc2)co1	·	-17.5%	4.4%	?	3.6%	-24.7%
C/C(CCc1ccccc1)=N\NC(=O)c1ccccc1[N+](=O)[O-]	2.4%	4.5%	5.5%	-34.0	?	24.6%
COC(=O)c1ccc2c(=O)sc(N3CCC(C(N)=O)CC3)nc2c1	0.4%	-2.9%	9.9%	-0.9	-4.9%	19.0%
Cc1n[nH]c(C)c1S(=O)(=O)N1CCOCC1	6.8%	1.0%	-4.0%	25.4	2.2%	-3.2%
C=CCn1c(O)c(N=NC(=S)Nc2ccccc2C)c2cc(S(=O)(=O)N3CCOCC3)ccc21	-5.6%	0.0%	56.9%[activator]	-73.6*	-18.4%	?
Cc1cc(C)n(C(=O)CN(C)S(=O)(=O)c2ccc([N+](=O)[O-])cc2)n1	-1.8%	-22.4%	14.9%	31.5	2.0%	-12.4%
Cc1c(-c2ccnc3cc(C(=O)O)nn23)cnn1C	-20.0%	0.6%	8.5%	2.0	4.7%	12.2%
COc1ccc(NCc2nc3ccccc3n2CCOc2ccccc2)cc1	-25.9%	-3.2%	?	20.5	1.6%	?
O=C(Nc1cccc(C(F)(F)F)c1)N(Cc1ccc(Cl)cc1)CC(O)C(F)(F)F (configuration not stated)	-4.6%	26.6%	4.8%	?	-11.0%	?
COc1ccc(CCNC(=O)COC(=O)c2ccc(Br)o2)cc1	2.6%	-9.4%	14.7%	11.9	?	5.1%
O=C(c1cccnc1)N1CCN(S(=O)(=O)c2ccc(Cl)cc2)CC1	-5.5%	-3.2%	-11.5%	28.8	?	-1.3%
CN(C)CCC(=O)c1ccc(F)cc1	-4.3%	?	-14.6%	0.0	1.3%	10.0%
COc1ccccc1N1CCN(C(=O)CN2C(=O)COc3ccc(S(=O)(=O)N4CCC(C)CC4)cc32)CC1	·	-6.4%	·	16.1	-2.5%	·
O=C(O)c1ccccc1OCc1nc2ccccc2s1	-6.4%	9.0%	43.7%[activator]	64.8	-3.5%	-1.0%
COc1ccc(C(=O)NC(=S)NNC(=O)c2cnccn2)cc1	?	-12.2%	3.5%	-84.9*	-2.9%	?
Cc1cccc2cc(C#N)c(N3CCCC3)nc12	-1.2%	0.0%	48.2%[activator]	-22.0	2.5%	12.5%
SMILES	Giardia FBPA inh	Sm TGR block	AMA1-RON2 inh	HCMV inh	AmpC detergent	HCV inhibitor
CCOC(=O)Cn1nc(C)cc1NC(=O)c1ccncc1	1.3%	-2.2%	0.5%	?	-0.9%	1.7%
COc1ccccc1C(=O)NCCC(=O)NCC1CCCO1 (configuration not stated)	·	-5.9%	-1.2%	-12.3	-8.3%	10.8%
Cc1cccc(C)c1OCCCCN1CCNCC1	?	-19.4%	-25.7%	-39.7	0.3%	-12.4%
O=C(NCc1cccc(C(F)(F)F)c1)c1cc(Cl)ccc1Cl	0.1%	1.1%	6.5%	?	-13.2%	-17.4%
CSc1nc(SCC(=O)NCc2ccco2)c2c3c(sc2n1)CN(C)CC3	·	·	14.5%	5.3	·	9.9%
Cc1cn2c(=O)cc(COc3ccc(NC(=O)c4cccc(F)c4)cc3)nc2s1	·	-0.9%	·	-6.7	-3.8%	·
CCOC(=O)CSc1[nH]c(=O)cc(C)c1C#N	-0.2%	-6.6%	-8.7%	-6.7	-11.3%	1.9%
O=c1cc(-c2ccc(O)c(-c3c(O)cc(O)c4c(=O)cc(-c5ccc(O)cc5)oc34)c2)oc2cc(O)cc(O)c12	-7.2%	-0.6%	79.9%[activator]	-19.6	?	-8.6%
COc1cc(NC(=O)COc2ccc(Cl)cc2)ccc1-c1cc2ccccc2oc1=O	4.8%	5.1%	0.6%	42.6	-13.9%	?
O=C(CSc1nc2ccccc2n1Cc1ccccc1Cl)NCc1ccccc1	·	-18.1%	·	-34.8	8.4%	·
COc1ccc(/C=C/c2nnc(NC(=O)C(C)(C)C)s2)cc1	-6.2%	8.8%	17.1%	-12.1	-0.5%	-9.7%
Cc1cc(Nc2ccc(Cl)cc2)n2ncnc2n1	?	-5.8%	6.7%	19.9	-14.6%	-2.5%
Cn1c(CNC(=O)c2ccc(Cl)cc2)nnc1SCC(=O)N1CCOCC1	·	-18.2%	-4.3%	14.5	-4.8%	20.5%
COC(=O)Cc1ccc(NC(=S)NCc2ccccc2)cc1	-2.8%	-28.4%	-3.1%	27.5	2.4%	4.8%
Cc1cc(C)nc(NC(=O)c2ccc(Cl)cc2Cl)n1	1.3%	10.0%	5.6%	-14.1	1.3%	1.9%
CC1=NN(c2nc(-c3ccc(C)cc3)cs2)C(=O)C1N=Nc1cccc(O)c1 (configuration not stated)	-4.2%	-1.4%	60.8%[activator]	-25.4	-13.3%	-20.5%
COc1ccc(Cl)cc1NC(=S)NCCN1CCOCC1	0.5%	·	-2.1%	-3.9	-8.1%	-10.6%
COCCCNC(=S)Nc1ccc(OC(F)F)cc1C	-0.3%	2.5%	6.0%	?	-12.5%	-15.2%
CCC(=O)Nc1ccc(C(=O)NNC(=O)c2ccc(Cl)cc2)cc1	1.5%	1.8%	0.1%	-11.5	-12.9%	23.4%
Cc1ccc(CCNC(=O)c2cccc(N3CCCC3=O)c2)cc1	·	-2.3%	5.2%	·	-6.4%	-1.6%
Cc1ccc(C(=O)Nc2cccc(-c3ccc(N4CCOCC4)nn3)c2)cc1[N+](=O)[O-]	·	-1.6%	5.3%	32.3	0.8%	?
CSc1ncc(Cl)c(C(=O)Nc2cccc3ccccc23)n1	4.9%	5.0%	5.5%	13.1	-8.0%	-5.3%

Hits appear at their usual frequency. About 9.3% of those tested had a hit in this group.
